p53 reactivator = re-activators of mutant p53 | Potency, µM (highest dose often 92.2 µM), inactives show at the top dose activity change, positive = activation, actives largely listed as activators | H1299 p53-A138V BP100-luciferase reporter, luminescence, 24 h | actives 0.063% (n = 320,000); also: % of control where 0% means no effect; nearly all actives have a fitted effect of over 45% in size
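H1299 (p53-null), stable ts p53-A138V + BP100-Luc; 1000 cells/well, Opti-MEM/10% FBS; cpd 4 pt, 1:5; 24 h, 37 deg C, 5% CO2; detection reagent 10 min RT; luminescence.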
uPA surface inh = inhibitors of cell surface uPA generation; cell surface uPA generation assay, qHTS; Potency, µM (doses to about 38.3 µM), without a hit: at the top dose activity change, negative = inhibition, usual class: inhibitors; actives 0.31% (n = 330,000); AID 540303; active = well fitted inhibition curve with a large enough effect; inconclusive = small, poorly fitted or top-dose-only effect; inactive = no such curve, though single readings can be large or run the other way; tested in mouse RAW 264.7 cells; also: % is scaled to controls: 0 for no effect and ±100 for the full control effect; nearly all actives have a fitted effect of over 55% in size
RORgamma inh = blocks mouse ROR gamma transcriptional activity. P51450. Drosophila S2 Gal4-RORgamma UAS-luciferase reporter, 20 h. Potency, µM (doses to about 53.6 µM), inactives show top-dose activity change, negative = inhibition, actives largely listed as inhibitors. actives 5.4% (n = 310,000). AID 2551; also: % is scaled to controls: 0 for no effect and ±100 for the full control effect; nearly all actives have a fitted effect of over 60% in size
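Drosophila Schneider cells stably carrying a metallothionein-driven Gal4 DBD–ROR gamma fusion and a UAS-Photinus luciferase reporter were exposed to compound for 1 hr, then induced with copper sulfate (700 uM final) for 20 hr at ambient temperature before luminescence reading.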
VP16 counter = Gal4-VP16 reporter inhibition counter-screen. Drosophila S2 Gal4-VP16 UAS-luciferase, luminescence, 20 h. Potency, µM (doses to about 53.6 µM), for inactives: at the highest dose activity, negative = inhibition, actives largely listed as inhibitors. actives 3.5% (n = 310,000);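 also: Gal4-VP16 expression switched on by copper sulfate through the metallothionein promoter; % is scaled to controls: 0 for no effect and ±100 for the full control effect; nearly all actives have a fitted effect of over 50% in size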
NPC1 promoter act = NPC1 promoter activation | AID 485313 | Potency, µM (top dose mostly 9.22 µM), for inactives: top-dose activation, most hits filed as activators | Huh7 NPC1 promoter luciferase reporter, 24 h | actives 2.4% (n = 320,000);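 also: % of control where 0% means no effect; nearly all actives have a fitted effect of over 60% in size; reporter is driven by a mutant NPC1 promoter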
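Cells: Huh7 expressing luciferase under the NPC1 promoter, 1500/well. Seeded 2 h, compound added, incubated 24 h at 37 °C. Luciferase reagent, 10 min ambient, then luminescence.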
Rab9 promoter act = Rab9 promoter activation. Potency, µM (titrated, usually from 9.22 µM), without a hit: top-dose activation, negative = inhibition, hits mostly activators. Huh7 Rab9 promoter-luciferase reporter, luminescence, 24 h. actives 2.8% (n = 320,000); also: % of control where 0% means no effect; nearly all actives have a fitted effect of over 60% in size
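Promoter activation is measured as luciferase luminescence in Huh7 cells stably transfected with a Rab9 promoter–luciferase construct, following 24 h compound exposure at 37 °C and 10 min reagent incubation at ambient temperature.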
MBNL1 CUG block = blocks human MBNL1 binding to CUG repeat RNA; Q9NR56; TR-FRET MBNL1-His/biotin-(CUG)12 binding, 665/545 ratio; Potency, µM (highest dose often 57.5 µM), without a hit: at the highest dose activity change, negative = inhibition, hits mostly inhibitors; actives 0.036% (n = 280,000); AID 2675; active = well fitted inhibition curve with a large enough effect in the signal ratio, with a control signal flat, not every such curve was filed as active; inconclusive = small, poorly fitted or top-dose-only effect, or effect the other way, or a change in a side signal; inactive = no such curve, though single readings can be large or run the other way; the % refers to the signal ratio; also: % is scaled to controls: 0 for no effect and ±100 for the full control effect
Target sequence (Q9NR56 whole entry, looked up): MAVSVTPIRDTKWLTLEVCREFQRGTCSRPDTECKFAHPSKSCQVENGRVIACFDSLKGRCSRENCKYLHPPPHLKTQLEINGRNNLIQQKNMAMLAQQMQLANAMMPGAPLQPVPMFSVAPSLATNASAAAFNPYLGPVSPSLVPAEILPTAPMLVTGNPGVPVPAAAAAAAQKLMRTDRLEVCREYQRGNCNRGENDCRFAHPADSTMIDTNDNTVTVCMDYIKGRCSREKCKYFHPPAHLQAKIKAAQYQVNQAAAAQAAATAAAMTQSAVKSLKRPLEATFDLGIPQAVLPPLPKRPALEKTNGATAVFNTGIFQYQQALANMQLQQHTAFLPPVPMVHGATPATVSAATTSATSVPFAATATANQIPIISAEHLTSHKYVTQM
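MBNL1-His + Biotin-(CUG)12, cpd titration 92 nM–58 uM; Tb anti-His Ab 0.055 ng/ul, SA-XL665 5 nM (final); 60 min RT; ratiometric 665/545 nm, Ex 340 nm; normalized to buffer and full-complex controls.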
ELG1 genotoxic = inducers of genotoxicity in HEK293T ELG1-luciferase cells | HEK293T ELG1-luciferase reporter, luminescence, 16 h | Potency, µM (highest dose often 46 µM), without a hit: at the top dose activity change, positive = activation, most hits filed as activators | actives 1.3% (n = 330,000); also: % of control where 0% means no effect; nearly all actives have a fitted effect of over 60% in size
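16 hr compound incubation (37 °C, 5% CO2) of HEK293T cells carrying luciferase-tagged ELG1; luciferase then measured by ONE-Glo luminescence after 30 min at RT.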
BRCA1 expr act = BRCA1 expression activation. AID 624202. MCF7-BRCA1-FFLuc reporter, luminescence, 48 h; response scale: scaled: vehicle 0%, 10 µM genistein 100%. Potency, µM (series often up to 46.1 µM), for inactives: at the highest dose activation, actives largely listed as activators. actives 1.1% (n = 380,000); also: nearly all actives have a fitted effect of over 80% in size; some results filed as inactive show a strong effect at the top dose
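Reporter cells (MCF7, BRCA1 promoter-firefly luciferase) received library compounds across a concentration series for 48 h. End-point luminescence was measured and concentration-effect curves derived after normalization.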
MLL CXXC-DNA inh = blocks binding of human MLL CXXC domain to DNA | AID 2662 | MLL-CXXC / FITC-HOXA9 DNA fluorescence polarization | Q03164 | Potency, µM (top dose mostly 115 µM), for inactives: at the top dose activity change, negative = inhibition, hits mostly inhibitors | actives 0.037% (n = 290,000); active = well fitted inhibition curve with a large enough effect in the polarisation, with a control signal flat, not every such curve was filed as active; inconclusive = small, poorly fitted or top-dose-only effect, or effect the other way, or a change in a side signal; inactive = no such curve, though single readings can be large or run the other way; the % refers to the polarisation
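Purified MLL-CXXC (added from a 7 uM solution) was preincubated 5 min at ambient with pinned compounds in 50 mM Tris-HCl pH 7.5, 50 mM NaCl, 1 mM DTT, 0.05% BSA. Fluorescein-labeled HOX-A9 DNA (50 nM solution) followed, 30 min, then polarization read.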
FLuc modulator = counter-screen for miR-21 project: firefly luciferase inhibitors or activators; P08659; purified FLuc, Km substrates, luminescence inhibition; Potency, µM (top dose mostly 57.5 µM), for inactives: at the highest dose activity change, negative = inhibition, hits mostly inhibitors; actives 6.9% (n = 360,000); AID 588342;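 also: plate controls were vehicle for no effect and reference inhibitor for full effect; nearly all actives have a fitted effect of over 55% in size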
Target sequence (P08659 whole entry, looked up): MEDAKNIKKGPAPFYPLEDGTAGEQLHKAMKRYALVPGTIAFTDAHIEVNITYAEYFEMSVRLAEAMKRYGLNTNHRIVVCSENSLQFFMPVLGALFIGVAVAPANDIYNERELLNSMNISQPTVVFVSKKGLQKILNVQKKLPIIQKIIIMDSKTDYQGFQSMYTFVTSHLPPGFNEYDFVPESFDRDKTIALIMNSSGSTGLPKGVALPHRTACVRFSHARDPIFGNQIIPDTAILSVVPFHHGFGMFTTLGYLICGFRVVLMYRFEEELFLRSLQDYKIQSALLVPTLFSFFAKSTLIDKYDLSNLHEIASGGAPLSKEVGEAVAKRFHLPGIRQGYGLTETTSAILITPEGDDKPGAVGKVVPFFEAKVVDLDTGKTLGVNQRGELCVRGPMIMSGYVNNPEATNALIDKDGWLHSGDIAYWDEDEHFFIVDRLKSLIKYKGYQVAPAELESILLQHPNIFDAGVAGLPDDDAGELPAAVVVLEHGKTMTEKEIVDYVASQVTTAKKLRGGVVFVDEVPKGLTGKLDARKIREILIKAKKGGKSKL
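Purified P. pyralis luciferase (10nM final) with 10uM D-luciferin and 10uM ATP (Km levels) in 50mM Tris acetate pH 7.5, 10mM Mg acetate, 0.01% Tween-20, 0.05% BSA; qHTS 6-point titration, ~60 µM downward; luminescence read.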
* hit, by the source's call; ? = inconclusive; . = no result given; [ ] = another dose, or the depositor's remark. Unless noted, calls follow the shape of the dose curve; as a rule, active = well fitted curve in the direction sought with a large enough effect; inconclusive = small, poorly fitted or top-dose-only effect, or another doubt; inactive = no such curve, though single readings can be large; an effect the other way counts as inactive or inconclusive. Potency is read from the fitted curve at half-maximal effect. This is a subset; rates above refer to the full screens.

SMILES | p53 reactivator | uPA surface inh | RORgamma inh | VP16 counter | NPC1 promoter act | Rab9 promoter act | MBNL1 CUG block | ELG1 genotoxic | BRCA1 expr act | MLL CXXC-DNA inh | FLuc modulator
O=C(C1=C[C@@H](c2ccc(Br)cc2)C[C@@H](OCc2ccc(CO)cc2)O1)N1CCN(Cc2ccc3c(c2)OCO3)CC1 | -1% | ? | ? | 4% | 0% | 2% | -5% | -13% | -85% | -13% | 2%
CCOC(=O)N1CCC(NC(=O)Cn2nc(-c3ccccc3)ccc2=O)CC1 | 3% | 4% | -2% | 19% | -1% | -7% | 8% | -1% | 13% | 4% | 1%
CC(=O)NCCC1CCCCN1Cc1nc(Cc2cccc(C(F)(F)F)c2)no1 (stereo not drawn) | -1% | -1% | 26% | 3% | -2% | 1% | 7% | 0% | -2% | -3% | -1%
CCNc1nc(NCC)n2c(SCC(=O)Nc3ccc(OC(F)F)cc3)nnc2n1 | -7% | 17% | . | . | -1% | -3% | . | 1% | -16% | . | -1%
O=C(COc1ccccc1)N1N=C(c2cccnc2)CC1(O)C(F)(F)F (stereo not drawn) | 3% | 3% | -27% | 19% | -3% | -11% | -21% | 2% | -5% | 10% | 7%
Cc1ccc(OCc2cc(C(=O)N(C)CCc3nc4ccccc4[nH]3)no2)cc1C | 18% | -4% | -4% | -22% | 11% | -3% | -3% | -1% | 19% | -12% | ?
Cc1ccc(NC(=O)C2CCCN2C(=O)NC2CCCCC2)cc1C (stereo not drawn) | -3% | 5% | 8% | -10% | -2% | -4% | 3% | 1% | 6% | -6% | -1%
COc1ccc(C(=O)COC(=O)COc2ccc(C)c(C)c2)cc1 | 0% | 1% | -8% | -11% | 0% | -2% | -20%[11.5 µM] | -1% | 1% | 8% | -18%
COc1ccc(S(=O)(=O)N2CCCCC2C)cc1 (stereo not drawn) | 3% | 4% | 5% | -11% | -1% | 5% | 3% | 2% | 19% | -1% | 1%
COc1cc(C(=O)NCc2nnc(SCC(=O)NCCc3ccccc3)o2)cc(OC)c1OC | -4% | 4% | -8% | 3% | -3% | -1% | -4% | 1% | -7% | 16% | 3%
CC(CCc1ccccc1)NC(=O)c1ccccc1Cl (stereo not drawn) | . | -1% | -1% | 10% | 0% | -1% | 1% | -3% | 21% | 3% | 1%
Cc1cc(N/N=C/c2ccco2)c2ccccc2n1 | 5% | -11% | -5% | -9% | 4% | -3% | 19% | 0% | 2% | 2% | -16%
Cc1nnc(N/N=C/c2cccc(OCc3ccc(Cl)c(Cl)c3)c2)n1N | ? | ? | ? | ? | 21% | ? | . | 5% | 23% | 12% | 17µM*
COc1ccc(/C=N/OCC(=O)Nc2ccc3c(c2)OCO3)c(OC)c1 | -3% | 4% | 36% | -6% | -4% | -2% | -4% | -4% | 0% | 17% | -3%
O=C(CC(=O)Nc1cccc(Cl)c1Cl)Nc1cccc(Cl)c1Cl | 1% | 11% | -12% | -19% | -1% | 1% | -4% | 1% | 8% | -7% | -3%
COc1ccccc1CN1CCNC(=O)C1CC(=O)NCCOc1cccnc1 (stereo not drawn) | 0% | 2% | 7% | -4% | -1% | -3% | -7% | -1% | -6% | -23% | 1%
C=CCN(CC(=O)Nc1c(C)cccc1CC)C(=O)SCCC | -3% | -5% | -3% | 0% | 0% | -4% | -1% | -2% | -22% | 3% | 2%
COc1cccc(S(=O)(=O)Nc2ccc(C(=O)N3CCCCCC3)cc2)c1 | -3% | 5% | 8.9µM* | 8.9µM* | -1% | 1% | -5% | -3% | 14% | 10% | 5%
Cc1ccc(S(=O)(=O)Nc2cccc(C(=O)NCC(c3ccco3)N(C)C)c2)cc1F (stereo not drawn) | 6% | 1% | . | . | -4% | 0% | . | 0% | -8% | . | 3%
Cc1cccc(N(Cc2cc3ccccc3[nH]c2=O)C(=O)c2ccco2)c1C | 1% | -2% | -3%[10 µM] | 1% | 8% | 6% | -7% | 0% | -7% | -9% | -5%

Profiles, quoted from the list. Order of values: p53 reactivator, uPA surface inh, RORgamma inh, VP16 counter, NPC1 promoter act, Rab9 promoter act, MBNL1 CUG block, ELG1 genotoxic, BRCA1 expr act, MLL CXXC-DNA inh, FLuc modulator
`Cc1cc(N/N=C/c2ccco2)c2ccccc2n1` in the list: 5%, -11%, -5%, -9%, 4%, -3%, 19%, 0%, 2%, 2%, -16%
`Cc1nnc(N/N=C/c2cccc(OCc3ccc(Cl)c(Cl)c3)c2)n1N` in the list: ?, ?, ?, ?, 21%, ?, ., 5%, 23%, 12%, 17µM*

(listing goes on)
SMILES | p53 reactivator | uPA surface inh | RORgamma inh | VP16 counter | NPC1 promoter act | Rab9 promoter act | MBNL1 CUG block | ELG1 genotoxic | BRCA1 expr act | MLL CXXC-DNA inh | FLuc modulator
O=C(Nc1nc2c(F)cc(F)cc2s1)C1COc2ccccc2O1 (stereo not drawn) | 15% | -3% | ? | 4% | 28% | 25% | 2% | 6% | 69% | 1% | ?
CCCn1c(CN2CCN(C)CC2)nc2ccccc21 | -1% | . | 1% | 5% | 1% | -3% | 12% | 0% | 1% | -15% | 0%
CC(C#N)On1c(SC(C)C#N)nc2ccccc2c1=O (stereo not drawn) | -1% | -6% | -3% | 3% | 4% | 0% | 3% | -4% | 7% | 12% | -1%
CCOC(=O)C1=C(CSc2nc3c(cc2C#N)CCC3)OC(N)=C(C#N)C1c1ccccc1 (stereo not drawn) | -17% | -4% | -40% | -11% | -4% | -5% | 5% | 2% | 4% | 7% | -21%
O=C(CCNS(=O)(=O)c1cccs1)Nc1ccccc1F | 6% | 1% | 18% | -1% | -7% | 3% | -14% | -2% | 10% | -1% | 1%
O=C(O)C(F)(F)C(NCc1ccccc1)c1ccccc1 (stereo not drawn) | -2% | -1% | 19% | -3% | 0% | -5% | 4% | 2% | -12% | 1% | 4%
Cc1cc(C)n2c(Br)c(CN3CCCC(C)C3)nc2n1 (stereo not drawn) | 7% | 2% | -5% | 8% | -3% | 14% | 4% | -1% | 0% | -8% | 0%
O=C1CCc2cc(S(=O)(=O)N3CCN(c4ccccc4)CC3)cc3c2N1CCC3 | 4% | 4% | . | . | -2% | -1% | . | ? | 0% | . | -1%
CCOc1ccccc1NC(=O)COC(=O)CNS(=O)(=O)c1ccc(C)cc1 | -6% | 1% | -7% | 2% | -3% | -8% | . | 0% | 3% | 3% | -1%
COCCCNC(=O)c1ccc2c(c1)OCO2 | 19% | 1% | 33%[0.365 µM] | . | 12% | -4% | -10% | 23% | 45% | -1% | -17%
Cc1ccc(N(C(=O)CNC(=O)c2ccco2)C(C(=O)NCC2CCCO2)c2ccccc2)cc1 (stereo not drawn) | -7% | 0% | 24% | -1% | -1% | 4% | 1% | -1% | 1% | -3% | 2%
CN1CCC(=O)N([C@H](CC#N)c2ccccc2)CC1 | . | 14% | 3% | 16% | 2% | 4% | 8% | 3% | 0% | 5% | 5%
Cc1cccc(N2CCN(C(=O)c3ccncc3)CC2C)c1 (stereo not drawn) | 14% | -4% | 2% | 2% | -4% | 4% | 2% | -5% | -61% | -11% | -1%[2.3 µM]
COc1ccccc1C(=O)NNC(=O)C(=O)NC(C)C | 2% | 3% | ? | 9% | -5% | 3% | -3% | -1% | 3% | -11% | 4%
CCCn1c(O)c(CN2CCCC(C)C2)c(C)c(C#N)c1=O (stereo not drawn) | -1% | 3% | 40%[0.365 µM] | . | 0% | -4% | 8% | -2% | -18% | 10% | -2%

Ordered by the number under MLL CXXC-DNA inh (descending): some entries from above.
| SMILES | p53 reactivator | uPA surface inh | RORgamma inh | Rab9 promoter act | MLL CXXC-DNA inh |
| --- | --- | --- | --- | --- | --- |
| CCCn1c(O)c(CN2CCCC(C)C2)c(C)c(C#N)c1=O (stereo not drawn) | -1% | 3% | 40%[0.365 µM] | -4% | 10% |
| CN1CCC(=O)N([C@H](CC#N)c2ccccc2)CC1 | . | 14% | 3% | 4% | 5% |
| COc1ccccc1C(=O)NNC(=O)C(=O)NC(C)C | 2% | 3% | ? | 3% | -11% |

Exported as tab-separated lines: entries from further up
SMILES	p53 reactivator	uPA surface inh	RORgamma inh	VP16 counter	NPC1 promoter act	Rab9 promoter act	MBNL1 CUG block	ELG1 genotoxic	BRCA1 expr act	MLL CXXC-DNA inh	FLuc modulator
CCOC(=O)C1=C(CSc2nc3c(cc2C#N)CCC3)OC(N)=C(C#N)C1c1ccccc1 (stereo not drawn)	-17%	-4%	-40%	-11%	-4%	-5%	5%	2%	4%	7%	-21%
O=C(CCNS(=O)(=O)c1cccs1)Nc1ccccc1F	6%	1%	18%	-1%	-7%	3%	-14%	-2%	10%	-1%	1%
